# TrxR1 substrate: substrates of rat thioredoxin reductase 1; purified TrxR1 substrate turnover, NADPH consumption readout; 0.01% of 390,000 active; O89049; Potency, µM (titrated, usually from 114 µM), without a hit: at the highest dose activity change, negative = substrate turnover; also: % is scaled to controls: 0 for no effect and ±100 for the full control effect; nearly all actives have a fitted effect of over 50% in size
#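 Rat TrxR1, dispensed at 90 nM, was prereduced with 400 uM NADPH (final) for 5 min at ~22 deg C, then incubated with compound 15 min before 400 uM selenite. A first-read NADPH fluorescence drop versus no-compound background flagged substrates.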
# ALOX12 inh: ALOX12 (human) lipoxygenase inhibition; P18054; purified 12hLO, xylenol orange hydroperoxide absorbance; Potency, µM (titrated, usually from 108 µM), inactives show top-dose activity change, negative = inhibition, hits mostly inhibitors; 1.1% of 580,000 active; AID 1671190; also: % is scaled to controls: 0 for no effect and ±100 for the full control effect
#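 Hydroperoxide product was detected by ferrous iron/xylenol orange as the 573 to 405 nm absorbance ratio. Arachidonic acid at 40 uM (final) was turned over for 30 min at room temperature by 150 nM human 12hLO, pH 7.0 Hepes buffer, after 15 min compound preincubation.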
# USP1 inh: blocks the human USP1/UAF1 deubiquitinase complex | recombinant USP1/UAF1, Ub-Rhodamine cleavage fluorescence | 0.23% of 390,000 active | Potency, µM (doses to about 57.1 µM), for the others: at the top dose activity change, negative = inhibition, usual class: inhibitors | O94782 | AID 743255; also: % is scaled to controls: 0 for no effect and ±100 for the full control effect; nearly all actives have a fitted effect of over 60% in size; inactives centre near -12
#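 USP1/UAF1 complex at 1 nM was preincubated with compound for 15 min at room temperature, then Ub-Rho substrate (150nM final) was added. Fluorescence (480/540 nm) was read kinetically, 6 reads every 60 seconds.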
# RXFP1 agonist: agonists of human relaxin receptor RXFP1; Q9HBX9; HEK293T-RXFP1 cAMP TR-FRET, 30 min; response scale: percent of porcine relaxin response, buffer zero; Potency, µM (series often up to 57.5 µM), for inactives: top-dose activation, hits mostly activators; 0.3% of 370,000 active; AID 2676; also: % is scaled to controls: 0 for no effect and ±100 for the full control effect; nearly all actives have a fitted effect of over 60% in size; many of its hits are not listed in these tables
#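 Agonist response is measured as cAMP accumulation in an RXFP1-transfected HEK293T line under PDE4 inhibition. Values are scaled between buffer-only and 29 nM porcine relaxin, and EC50s come from standard Hill equation fits.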
# rTrxR1 inhibitor: inhibitors of rat thioredoxin reductase 1; Potency, µM (top dose mostly 114 µM), without a hit: at the highest dose activity change, negative = inhibition, hits mostly inhibitors; AID 588453; 1% of 390,000 active; recombinant rTrxR1, NADPH fluorescence consumption, selenite substrate; also: % is scaled to controls: 0 for no effect and ±100 for the full control effect; nearly all actives have a fitted effect of over 65% in size
#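 Rat TrxR1 (90 nM in the dispensed reagent) was pre-reduced with 400 uM NADPH for 5 min at room temperature, then incubated with compound for 15 min. After 400 uM selenite was added, NADPH fluorescence (Ex 340/Em 450 nm) was followed for 8 min.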
# mIDH1 inhibitor: inhibitors of human mutant IDH1 R132H; IDH1-R132H enzyme, NADPH consumption, diaphorase/resazurin fluorescence; Potency, µM (series often up to 76.6 µM), for the others: at the highest dose activity change, negative = inhibition, actives largely listed as inhibitors; 0.093% of 390,000 active; AID 602179; also: % is scaled to controls: 0 for no effect and ±100 for the full control effect; nearly all actives have a fitted effect of over 65% in size
# Target sequence (O75874 whole entry R132H, stated change not applied): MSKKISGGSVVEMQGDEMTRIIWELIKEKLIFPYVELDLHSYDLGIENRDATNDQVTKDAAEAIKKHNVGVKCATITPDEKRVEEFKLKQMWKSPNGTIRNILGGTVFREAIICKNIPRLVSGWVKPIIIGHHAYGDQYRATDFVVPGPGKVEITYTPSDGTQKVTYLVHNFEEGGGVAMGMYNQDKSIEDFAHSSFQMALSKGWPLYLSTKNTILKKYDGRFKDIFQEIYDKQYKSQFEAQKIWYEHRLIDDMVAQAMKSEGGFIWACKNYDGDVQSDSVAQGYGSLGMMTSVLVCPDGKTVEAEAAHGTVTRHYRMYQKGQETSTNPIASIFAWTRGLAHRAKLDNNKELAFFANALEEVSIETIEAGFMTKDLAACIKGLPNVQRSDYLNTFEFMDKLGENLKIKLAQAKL
#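 IDH1-R132H (0.5 ug/mL dispensed) in pH 7.5 Tris buffer was preincubated 30 min with compound, then given a substrate mix of 0.016 mM NADPH and 2 mM alpha-KG for 80 min at room temperature; remaining NADPH was read by diaphorase/resazurin fluorescence.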
# Vif-A3F inh: Vif-A3F binding inhibition. HeLa A3F-eYFP + Vif (tagged APOBEC3F with the HIV-1 protein that degrades it), YFP fluorescence increase. Potency, µM (titrated, usually from 46.1 µM), for inactives: at the highest dose activity, negative = active. 0.2% of 390,000 active; also: % of control where 0% means no effect; nearly all actives have a fitted effect of over 65% in size
#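 HeLa cells stably expressing Vif plus C-terminally eYFP-tagged A3F were seeded, incubated overnight at 37 deg C, dosed with compound, incubated overnight again at 37 deg C. Yellow fluorescence (Ex 488/Em 500-530) reported blocked Vif-mediated A3F-eYFP degradation.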
# Vif-APOBEC3G blk: inhibitors of Vif-APOBEC3G interaction; HeLa A3G-eYFP + Vif (tagged APOBEC3G with the HIV-1 protein that degrades it), YFP fluorescence, overnight; Potency, µM (titrated, usually from 46.1 µM), inactives show at the highest dose activity, negative = active, most hits filed as inhibitors; 0.076% of 410,000 active; AID 602310;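 also: % is scaled to controls: 0 for no effect and ±100 for the full control effect; nearly all actives have a fitted effect of over 60% in size; hits raise eYFP signal because A3G escapes Vif-driven loss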
# Target sequence (Q9HC16 whole entry, looked up): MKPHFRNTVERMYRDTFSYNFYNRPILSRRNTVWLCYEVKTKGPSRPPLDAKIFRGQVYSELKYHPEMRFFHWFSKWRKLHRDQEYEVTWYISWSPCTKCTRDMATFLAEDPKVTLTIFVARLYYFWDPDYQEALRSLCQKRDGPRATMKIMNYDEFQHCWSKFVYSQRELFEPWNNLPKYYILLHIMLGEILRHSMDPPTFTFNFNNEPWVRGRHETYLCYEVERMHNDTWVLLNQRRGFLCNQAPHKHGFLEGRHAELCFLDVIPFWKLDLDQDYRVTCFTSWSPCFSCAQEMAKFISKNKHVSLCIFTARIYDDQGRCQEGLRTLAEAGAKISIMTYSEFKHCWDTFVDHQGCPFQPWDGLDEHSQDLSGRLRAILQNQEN
#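 Read-out is eYFP fluorescence (Ex 488/Em 500-530) from Vif-expressing HeLa A3G-eYFP cells; more signal means A3G escaped Vif-mediated degradation. Cells plated overnight, compound pinned in, incubated overnight at 37 deg C.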
# RGS4 inh: human RGS4 inhibition; P49798; Transcreener GDP fluorescence polarization, RGS4-accelerated GTP hydrolysis; Potency, µM (highest dose often 114 µM), without a hit: at the highest dose activity change, negative = inhibition, most hits filed as inhibitors; 0.039% of 390,000 active; also: % is scaled to controls: 0 for no effect and ±100 for the full control effect; nearly all actives have a fitted effect of over 75% in size; some results filed as inactive show a strong effect at the top dose
# Target sequence (P49798 whole entry, looked up): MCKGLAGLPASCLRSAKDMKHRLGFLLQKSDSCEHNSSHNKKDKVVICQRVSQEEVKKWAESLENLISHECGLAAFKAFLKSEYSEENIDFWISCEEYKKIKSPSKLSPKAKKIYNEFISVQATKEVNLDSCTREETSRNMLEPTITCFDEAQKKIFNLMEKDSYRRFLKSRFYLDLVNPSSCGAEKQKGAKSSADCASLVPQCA
#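 MLSMR compounds (23 nl, pin-transferred) preincubated 10 min at room temperature with a 500nM (2x) first reagent, then RGS4 at 900nM (2x) plus Transcreener GDP mix added; fluorescence polarization (620/688 nm) read before and after 90 min at 30 °C.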
# An asterisk follows results filed as active; ? = inconclusive; · = not tested or not shown; [ ] = remark or other dose. Calls follow the shape of the dose curve; as a rule, active = well fitted curve in the direction sought with a large enough effect; inconclusive = small, poorly fitted or top-dose-only effect, or another doubt; inactive = no such curve, though single readings can be large; an effect the other way counts as inactive or inconclusive. Potency is read from the fitted curve at half-maximal effect. This is a subset. The share of hits here may be higher or lower than overall.
# Sequence of screens – TrxR1 substrate | ALOX12 inh | USP1 inh | RXFP1 agonist | rTrxR1 inhibitor | mIDH1 inhibitor | Vif-A3F inh | Vif-APOBEC3G blk | RGS4 inh
CCOC(=O)c1sc(NC(=S)NC(=O)c2ccccc2)nc1C
 : 4% | -3% | -10% | 3.6% | 15% | 3% | -6% | 0% | -13%
COc1ccc(-c2nn(C)c3sc(C(=O)N4CCN(c5cccc(Cl)c5)CC4)cc23)cc1OC
 : 23% | -14% | -18% | 3.1% | 36% | -12% | -1% | -8% | 12%
COc1ccc(NC(=O)Cn2c(=O)n(-c3ccccc3)c(=O)c3c4c(sc32)CCCC4)cc1
 : 1% | 0% | ? | 0.6% | 17% | 7% | ? | -13% | 10%
CCOC(=O)C(C)Sc1nc(=O)n2cccc(C)c2n1 (stereo not given)
 : 3%[57.1 µM] | -1% | ? | 26% | 13%[57.1 µM] | -1% | 2% | 1% | -48%
CCCCn1c(N)c(N(CC(C)C)C(=O)C2CCN(S(=O)(=O)c3ccc(Cl)cc3)CC2)c(=O)[nH]c1=O
 : -2% | -4% | -19% | 1.7% | 10% | 6% | 1% | -7% | 1%
COc1ccc(CNC(=O)CN(C(=O)c2csnn2)c2ccccc2F)cc1
 : 6% | 2% | ? | 0.2% | 24% | -8% | -6% | 5% | 8%
COc1ccc(C(=O)N/N=C/c2ccc(OC)c(CN3CCCc4ccccc43)c2)cc1
 : 2%[57.1 µM] | 3% | -15% | -0.9% | 7%[57.1 µM] | 24% | 0% | 1% | 2%
CCCCc1cc(=O)oc2cc(OCC(=O)N3C[C@H]4C[C@@H](C3)c3cccc(=O)n3C4)ccc12
 : -1% | 13% | 16% | 1.5% | -12% | -10% | 6% | -3% | -3%
COc1ccccc1NC(=O)c1cccc2c(Br)cccc12
 : -8% | 1% | -14% | 3.5% | 26% | -2% | -1% | 0% | 4%
COc1cc(OC)c(C(=O)NCCCn2ccnc2)cc1OC
 : 6%[57.1 µM] | -12% | -16% | 0.6% | 9%[57.1 µM] | 4% | -9% | 0% | 11%
O=C(/C=C/Nc1cccc([N+](=O)[O-])c1)c1cccs1
 : 0% | -26% | -17% | 0.0% | -6% | 4% | -1% | 2% | -22%
CS(=O)(=O)N1CCN(C(=O)Cc2ccccc2)CC1
 : 6% | 2% | -8% | 2.3% | 33% | 0% | -1% | -2% | 1%
CCN(CC#CCC(O)(c1ccccc1)c1ccccc1)C(C)C
 : -4% | 18% | -1% | 1.7% | -9% | 4% | -5% | 2% | -8%
COc1cc(N=Nc2c(C)n(C)n(-c3ccccc3)c2=O)ccc1N
 : 0%[57.1 µM] | -14% | -6% | -0.6% | 10%[57.1 µM] | 4% | -1% | 1% | -18%
Cc1cc(S(=O)(=O)N2CCN=C2c2ccccc2)ccc1F
 : -11% | 11% | -2% | 1.9% | 8% | 9% | 0% | 2% | 17%
CSc1ncccc1C(=O)OCC(=O)c1cc(C)n(C)c1C
 : 1% | 88%[activator] | -14% | · | 3% | -5% | -5% | -4% | 24%
COc1cc(NC(=S)N2CCOCC2)c(OC)cc1Cl
 : -4% | 494%[activator] | -13% | 1.0% | 4% | -9% | 1% | -4% | -10%
COCCNc1ncnc2c1c(-c1ccccc1)cn2-c1ccc(C)c(Cl)c1
 : -1%[57.1 µM] | -16% | 11% | 0.3% | 4%[57.1 µM] | ? | 5% | -1% | 13%
COc1ccc(C(=O)Nc2ccc(-c3nnc4n3CCCCC4)cc2)cc1
 : -7% | 0% | -7% | 1.3% | 2% | -3% | -1% | 2% | 12%
Cn1c(CSc2nc3ccc(Br)cc3[nH]2)nc2ccccc21
 : 6% | 17% | -15% | 1.5% | 8% | 1% | -15% | ? | -13%

# Additional records
# Sequence of screens – TrxR1 substrate | ALOX12 inh | USP1 inh | RXFP1 agonist | rTrxR1 inhibitor | mIDH1 inhibitor | Vif-A3F inh | Vif-APOBEC3G blk | RGS4 inh
O=C(c1ccc(Br)s1)N1CCN(c2ncccn2)CC1
 : 3% | -4% | 4% | 2.6% | 7% | 3% | -11% | 1% | 4%
COc1ccc(C(=O)C[n+]2ccc3c(c2)nc(-c2ccccc2)n3C)cc1
 : -9% | -17% | 1% | 0.4% | -13% | -2% | 9% | 2% | -7%
O=C(NC(Cc1ccc(F)cc1)C(=O)O)c1ccccc1 (stereo not given)
 : -1% | 0% | -13% | -0.9% | -8% | 0% | -3% | 2% | -20%
Cn1ncc(Br)c1NC(=O)Nc1ccc(Cl)cc1
 : -5%[57.1 µM] | · | -11% | -0.9% | 2%[57.1 µM] | 20% | -4% | 0% | 8%
CCOc1ccc(C(=O)N(c2ccccn2)C2CCCCC2)cc1
 : 2% | -2% | -8% | -0.4% | 16% | 18% | ? | -1% | 20%
CCOC(=O)N1CCC(NC(=O)c2cc(C(=O)NC3CCN(Cc4ccccc4)CC3)ccc2CO)CC1
 : -17% | 2% | -12% | 0.6% | ? | -1% | -4% | -3% | 16%
Cc1cccc(-c2nc3c4ccccc4n(Cc4cccc(Cl)c4)c(=O)n3n2)c1
 : -7%[57.1 µM] | -24% | -9% | 0.9% | 0%[57.1 µM] | 6% | 13% | 7% | 3%
CC1(C)C(=O)NCCN1C(=O)CCCC(=O)O
 : -3% | -1% | -23% | 5.2% | 4% | -7% | 7% | 4% | 15%
COc1cc2c(cc1OC)C(COc1ccccc1OC)N(C(=O)c1ccco1)CC2 (stereo not given)
 : 6% | 1% | -11% | 0.5% | -2%[57.1 µM] | 11% | -25% | -5% | -35%
CCOC(=O)C1(Cc2cccc(Cl)c2)CCCN(C(=O)CCOC)C1 (stereo not given)
 : -19%[57.1 µM] | -10% | -6% | 0.3% | 19%[57.1 µM] | 6% | 2% | -1% | -12%
OC1(c2cccc(F)c2)CCN(Cc2ccncc2)CC1
 : -1% | -18% | -9% | -0.6% | -9% | 5% | 2% | 3% | 5%
Cc1ccc(NC(=O)COC(=O)CCc2c[nH]c3ccccc23)c(C)c1
 : -1% | 0% | -14% | 2.5% | 13% | 0% | 7% | 3% | -5%
CN(C)S(=O)(=O)c1ccc(S(=O)(=O)Nc2ccc3c(c2)oc2ccccc23)cc1
 : 8% | 2% | ? | 0.0% | 12% | -1% | 4% | 1% | 3%
Cc1cc(C)c(NC(=S)NC(=O)c2ccc(-c3ccccc3)cc2)c(C)c1
 : -4% | 22µM* | -21% | 0.9% | -19% | 5% | 1% | 0% | -20%
CC(C)CN(C(=O)COC(=O)CCC(=O)c1ccc(F)cc1)c1c(N)n(Cc2ccccc2)c(=O)[nH]c1=O
 : -4% | -17% | -22% | 0.3% | 7% | -4% | -11% | -1% | -10%
O=S(=O)(c1cccc(C(F)(F)F)c1)N1CCC(Oc2ccc(-n3cnnn3)cc2)CC1
 : -2% | 0% | 3% | -0.7% | 16% | -4% | 1% | 4% | -20%
CC(C)(C)c1ccc(OCCC(=O)Nc2cccc(S(=O)(=O)NC3=NCCCCC3)c2)cc1
 : -7% | 9% | -22% | 2.2% | 6%[57.1 µM] | 0% | 8% | 2% | -6%
COc1cc2c(cc1OC)C(C)=NCC2
 : 577%[activator][57.1 µM] | -11% | -9% | 17% | ? | 15% | 7% | 0% | -4%
COc1cccc(-c2nnc(NC(=O)c3ccc(Cl)s3)o2)c1
 : -9% | -12% | -25% | 1.1% | -2% | 6% | -8% | -7% | -22%

# Of the compounds above, these contain an NH in an aromatic ring:
# Sequence of screens – TrxR1 substrate | ALOX12 inh | USP1 inh | RXFP1 agonist | rTrxR1 inhibitor | mIDH1 inhibitor | Vif-A3F inh | Vif-APOBEC3G blk | RGS4 inh
CCCCn1c(N)c(N(CC(C)C)C(=O)C2CCN(S(=O)(=O)c3ccc(Cl)cc3)CC2)c(=O)[nH]c1=O
 : -2% | -4% | -19% | 1.7% | 10% | 6% | 1% | -7% | 1%
Cn1c(CSc2nc3ccc(Br)cc3[nH]2)nc2ccccc21
 : 6% | 17% | -15% | 1.5% | 8% | 1% | -15% | ? | -13%
Cc1ccc(NC(=O)COC(=O)CCc2c[nH]c3ccccc23)c(C)c1
 : -1% | 0% | -14% | 2.5% | 13% | 0% | 7% | 3% | -5%
CC(C)CN(C(=O)COC(=O)CCC(=O)c1ccc(F)cc1)c1c(N)n(Cc2ccccc2)c(=O)[nH]c1=O
 : -4% | -17% | -22% | 0.3% | 7% | -4% | -11% | -1% | -10%
